GlmU inhibition: inhibition of mycobacterial GlmU enzyme – biochemical, glucosamine-1-phosphate acetyltransferase (AID 1376). 220,000 tested, 0.25% active. inhibition, %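 (tested at 30 µM in the primary screen)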, or IC50 in µM where a hit was titrated. M. tuberculosis GlmU acetyltransferase enzyme assay; higher % means a stronger effect; in the data active = inhibition above about 13%;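 note: 0% = complete reaction with vehicle and 100% = reaction without substrate; strong numbers were not always called active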
RmlCD inh 1536: blocks M. tuberculosis RmlC and RmlD coupled enzymes. inhibition, % at 3.6 µM. AID 1533. 160,000 tested, 0.03% active. RmlC+RmlD coupled enzyme assay, percent inhibition; primary screen in compound mixtures; in the data active = inhibition mostly above about 34%, no sharp cut-off; note: some results filed as inactive read as strong as hits
Target sequence (P9WH09 whole entry, looked up): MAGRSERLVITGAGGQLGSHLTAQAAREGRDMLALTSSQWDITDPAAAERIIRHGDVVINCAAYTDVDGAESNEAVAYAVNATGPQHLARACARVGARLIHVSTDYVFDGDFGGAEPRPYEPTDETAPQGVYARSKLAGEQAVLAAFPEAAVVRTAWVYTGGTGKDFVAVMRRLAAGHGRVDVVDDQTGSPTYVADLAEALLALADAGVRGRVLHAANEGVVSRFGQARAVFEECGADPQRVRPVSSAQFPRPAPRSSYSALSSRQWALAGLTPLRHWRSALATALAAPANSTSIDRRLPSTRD
Target sequence (P9WH11 whole entry, looked up): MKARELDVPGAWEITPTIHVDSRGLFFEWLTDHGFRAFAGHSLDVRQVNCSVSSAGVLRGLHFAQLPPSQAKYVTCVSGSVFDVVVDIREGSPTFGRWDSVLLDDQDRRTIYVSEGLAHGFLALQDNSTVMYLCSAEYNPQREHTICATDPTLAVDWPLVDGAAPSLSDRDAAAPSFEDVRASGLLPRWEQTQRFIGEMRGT
Numbers without * were called inactive; · = not tested or not shown. A portion of the library (hit frequency here may not be typical).

Start of the listing, in advance:
Results follow in this order: GlmU inhibition, RmlCD inh 1536
C[C@@H]1CCC[C@]2(O[C@H](CCO)C[C@@H](O)[C@@H]2O)O1
  -1.7%, ·
CC(=O)NCC1CCCN(Cc2cn(-c3ccccc3F)nc2-c2cc(C)sc2C)C1 (centres undefined)
  1.6%, -7.7
CCCC(=O)Nc1ccc(-c2nc3cc(C)ccc3o2)cc1
  2.0%, -6.2
CCO/C=C1/C(=O)N(c2ccccc2OC)C(=O)c2ccccc21
  -6.3%, -1.3

This part in full, previewed entries included:
Results follow in this order: GlmU inhibition, RmlCD inh 1536
C[C@@H]1CCC[C@]2(O[C@H](CCO)C[C@@H](O)[C@@H]2O)O1
  -1.7%, ·
CC(=O)NCC1CCCN(Cc2cn(-c3ccccc3F)nc2-c2cc(C)sc2C)C1 (centres undefined)
  1.6%, -7.7
CCCC(=O)Nc1ccc(-c2nc3cc(C)ccc3o2)cc1
  2.0%, -6.2
CCO/C=C1/C(=O)N(c2ccccc2OC)C(=O)c2ccccc21
  -6.3%, -1.3
COCCNC(=O)c1onc(CSc2cccc(C)c2)c1C(=O)O
  0.5%, ·
O=C(/C=C/c1ccc(Br)cc1)NC1CCCCCC1
  -2.7%, ·
Clc1nc(NCc2ccco2)nc(N2CCCCC2)n1
  -6.9%, 4.6
O=C(NCCc1ccc(Cl)cc1)/C(=C/c1cccnc1)NC(=O)c1ccccc1
  -5.3%, -3.7
C/C(=N\NC(=O)CSCc1ccc([N+](=O)[O-])cc1)c1ccccc1
  0.0%, 4.8
CC(=O)c1c(C)nn(CC(O)COc2ccc3ccccc3c2)c1C (centres undefined)
  8.2%, -10.5
CCCCn1c(/N=C/c2ccc(N(C)C)cc2)nc2ccccc21
  0.7%, ·
CCc1ccccc1NC(=O)N[C@@H](C)C(=O)OC
  -3.1%, 7.3
O=C(N/N=C\c1cn[nH]c1-c1ccccc1)c1cccnc1
  -0.9%, ·
Cc1sc2nc(SCC(=O)NCc3ccco3)n(-c3ccccc3)c(=O)c2c1C
  4.9%, 8.0
CCc1cc(=O)oc2c(CN3CCCC3)c(O)c(Cl)cc12
  0.7%, 4.1

(continued)
Results follow in this order: GlmU inhibition, RmlCD inh 1536
CCOC(=O)CSc1nnc(CNc2ccc(Cl)cc2)n1Cc1ccccc1
  -1.7%, ·
O=C(N/C(=C\c1ccc(Br)cc1)C(=O)N1CCCC1)c1cccs1
  -1.9%, 5.4
O=C(c1ccc2c(c1)OCO2)C1CCCN(Cc2cc(F)ccc2-n2cccn2)C1 (centres undefined)
  -1.6%, -5.0
O=C(Nc1ccncc1)c1cn(-c2ccccc2)nc1-c1cccs1
  ·, 2.7
COC(CN(C)C(C(=O)NC1CCCCC1)c1ccccc1)OC (centres undefined)
  -2.0%, 7.2
c1ccc(P(c2ccccc2)c2ccccn2)cc1
  -9.9%, ·
CC(=O)Nc1ccc(NC(=O)N2CCCCC2)cc1
  0.6%, 8.1
Cc1occc1C(=O)N/N=C/c1cnn(C)c1C
  0.2%, ·
CCOC(=O)N1CCN(c2c(N3CCN(C(=O)OCC)CC3)c(=O)c2=O)CC1
  -8.6%, ·
CCCCc1ccc(NC(=S)NCCO)cc1
  2.1%, -12.8
Clc1ccc(C2NCCc3[nH]cnc32)cc1 (centres undefined)
  -9.5%, 7.8
CCOc1ccc(NC(=S)Nc2ccc(OCc3ccccc3)cc2)cc1
  3.6%, 4.8
CC1(C)N=C(N)NC(Nc2cccc(Br)c2)=N1
  -12.0%, 11.8
O=C1CCC(=O)N1OCCCOc1ccc(Br)cc1Cl
  -3.3%, 17.1
COc1c(/C=N/NC(=O)[C@H]2C[C@@H]2c2ccccc2)c(CCN(C)C(C)=O)cc2c1OCO2
  3.0%, -7.0

Continuation.
Results follow in this order: GlmU inhibition, RmlCD inh 1536
CCOc1ccccc1NC(=S)NNS(=O)(=O)c1c(C)cc(C)cc1C
  2.0%, -7.6
O=C(NCCc1ccccc1)c1cnc2n(c1=O)CCS2
  -3.2%, 0.5
Cc1cccc(NC(=O)CSc2nc(COc3ccccc3)nc3ccccc23)c1C
  1.1%, -6.2
CCCCN(CCCNC(=O)C1CCCN(S(=O)(=O)CC)C1)Cc1ccccc1 (centres undefined)
  0.6%, -8.9
CCCCCn1c(=O)c(C(=O)OCC)c(O)c2ccccc21
  2.7%, -6.3
Cc1oc2ccc(O)c(CN(C)C)c2c1C(=O)c1ccccc1
  -3.0%, -10.1
O=C(c1ccccc1)c1ccccc1C(=O)c1ccccc1
  1.2%, 6.6
CC(C)Oc1ccc(N2CC(C(=O)OCC(=O)NCc3ccccc3)CC2=O)cc1 (centres undefined)
  -3.2%, ·
COc1ccc(Cl)cc1N1CCN(CCNC(=O)Nc2ccccc2C)CC1
  ·, 14.5
O=C(CNC(=O)c1ccccc1O)N/N=C/c1cc(Br)ccc1OC(=O)/C=C/c1ccco1
  1.8%, -8.1
CC(C)(C)NC(=O)CSc1nnnn1C(C)(C)C
  4.3%, ·
Cc1cccc(NC(=O)NNC(=O)COc2ccc(Cl)cc2)c1
  1.1%, 5.6
COc1ccc(CNC(=O)CCSCc2cccc(Cl)c2)c(OC)c1
  1.8%, 2.0
O=C(Oc1ccc(-c2nnco2)cc1)N1CCOCC1
  -0.4%, 5.5
Cc1cccc(C)c1OCC(=O)NNC(=O)Nc1ccc(Cl)cc1
  4.4%, ·

Remaining list, next part
Results follow in this order: GlmU inhibition, RmlCD inh 1536
CCCCN(C)C(=O)Cc1c(OC)ccc2cc(Br)ccc12
  2.4%, -9.7
COC(=O)/C(=C/N(C)C)C(=O)N1CCN(c2ccc(Cl)c(Cl)c2)CC1
  -0.8%, 7.0
FC(F)(F)c1ccc(C2[C@H]3CN(CC4CCCCC4)[C@H](c4ccccc4)C34CC2(c2cccnc2)C4)cc1 (some centres undefined)
  -3.6%, ·
CCOC(=O)c1ccc(NC(=S)N2CCC(O)CC2)cc1
  4.3%, -13.9
Cc1ccc(Nc2nc(C)cc(C)c2C(N)=O)cc1
  1.6%, ·
CCOC(=O)C(C)NC(=O)C(NC(=O)C1CCC(CC)CC1)C(C)C (centres undefined)
  -0.1%, 10.1
Cc1nc2c(nnn2Cc2ccccc2)c(=O)n1-c1ccccc1
  ·, 3.5
S=C(NCc1cccs1)Nc1ccc(Cl)cc1
  -2.5%, 2.6
CCOC(=O)C1(Cc2ccccc2)CCCN(Cc2ccccn2)C1 (centres undefined)
  0.1%, 4.5
CCOc1ccc(C(=O)NCc2cccs2)cc1
  -3.1%, 38.6
CC(=O)O/N=C/c1c(C)c(C=O)n2ccccc12
  -4.0%, 3.7
C=CCC(Nc1ccccc1)C12C=CC(O1)C(C(=O)OC)=C2C(=O)OC (centres undefined)
  -1.3%, ·
Cc1ccc2c(c1)OC(=O)CC2c1ccccc1 (centres undefined)
  2.0%, 1.4
O=C(CN1CC=C(c2ccccc2)CC1)NC(=O)NC1CCCCC1
  3.9%, ·
CCOCCCn1cnc2c(c1=O)c1nc3ccccc3nc1n2-c1ccccc1
  1.3%, ·

Next section:
Results follow in this order: GlmU inhibition, RmlCD inh 1536
CC1(C)CN(c2cccc(Br)c2)C1=O
  1.9%, 2.4
COc1ccccc1N1CCN(/N=C/c2cc(OC)c(O)c(OC)c2)CC1
  3.8%, 5.1
Cc1nc2sc3c(NCc4ccco4)ncnc3c2c2c1COC(C)(C)C2
  0.6%, ·
Cc1cc(C)c2c(CN3CCN(CCO)CC3)cc(=O)oc2c1
  1.1%, ·
Cc1cc(C)c(S(=O)(=O)Nc2ccc3[nH]c(=O)[nH]c3c2)c(C)c1
  -1.4%, -11.5
Clc1ccc(OCCCc2nc(-c3ccncc3)no2)c(Cl)c1
  1.6%, -6.3
O=C(COC(=O)c1ccc(Cl)cc1O)Nc1cccnc1Cl
  0.2%, 6.5
Cc1ccc(C(=O)N/C(=C\c2cccs2)C(=O)NCCc2ccccn2)cc1C
  7.6%, -7.8
COc1cccc(CN2CCN(CCc3ccccc3)C(CCO)C2)c1OC (centres undefined)
  1.6%, -6.5
COc1ccccc1-n1c(SCC(=O)Nc2cc(C)on2)nc2c(c1=O)SCC2
  2.8%, -4.2
COC(=O)C(CCSC)NC(=O)c1cc2c(n(-c3ccccc3)c1=O)CC(C)(C)CC2=O (centres undefined)
  2.0%, -14.7
Cn1c(N)c(C(=O)CSc2nnnn2-c2ccccc2)c(=O)n(C)c1=O
  -7.9%, -7.7
COc1cc(OC)nc(Oc2ccccc2C(=O)Oc2ccc(Cl)cc2)n1
  1.4%, 17.8
O=S(=O)(c1ccc(OCC(O)CN2CCC(Cc3ccccc3)CC2)cc1)N1CCOCC1 (centres undefined)
  -0.9%, 54.5
CCOC(=O)c1cnn(Cc2ccc(C)cc2)c1N
  0.6%, -7.9

Compound profiles, as listed above:
COc1ccc(CNC(=O)CCSCc2cccc(Cl)c2)c(OC)c1 in the list: GlmU inhibition: 1.8%; RmlCD inh 1536: 2.0
CCOc1ccc(C(=O)NCc2cccs2)cc1 in the list: GlmU inhibition: -3.1%; RmlCD inh 1536: 38.6

More results
Results follow in this order: GlmU inhibition, RmlCD inh 1536
CC(=O)c1ccc(NS(=O)(=O)c2ccc(N/C=C/C(=O)c3ccc(F)cc3)cc2)cc1
  -1.8%, ·
CC1CCc2cc(F)ccc2N1C(=O)CSc1nnc2c(n1)[nH]c1ccccc12 (centres undefined)
  -1.0%, 11.4
CCOc1ccc(/C=N/NC(=O)c2[nH]ncc2Br)c(O)c1
  7.4%, ·
Cc1ccccc1NC(=S)NC1(C)CCS(=O)(=O)C1 (centres undefined)
  0.1%, -11.4
CS(=O)(=O)N1CCN(c2ccnc3cc(Cl)ccc23)CC1
  -0.8%, -15.8
CCOC(=O)c1ccc(N2C(=O)c3n[nH]c(C)c3C2c2ccc(OC)cc2OC)cc1 (centres undefined)
  -4.2%, ·
CSc1ncc(CN2CCCC(C(=O)c3ccc(C(C)(C)C)cc3)C2)cn1 (centres undefined)
  7.5%, 9.6
Cc1ccc(NC(=O)CCC(=O)OCC(=O)c2ccc(Oc3ccc([N+](=O)[O-])cc3)cc2)c(C)c1
  2.4%, 10.4
COc1ccc(-n2c(O)c(C(C)=NCC3CCCO3)c(=O)[nH]c2=O)cc1 (centres undefined)
  0.8%, 10.8
CC(=O)Nc1ccc(S(=O)(=O)N2CCCN(S(=O)(=O)c3ccc(NC(C)=O)cc3)CC2)cc1
  -2.8%, ·
COc1ccc(-c2csc(NC(=O)CSc3ccc(Br)cc3)n2)c(OC)c1
  4.6%, -3.1
O=c1c2ccccc2nc(-c2ccccc2)n1-n1cccc1
  0.6%, ·
CNc1ccc(Cl)cc1C(N)=O
  -1.4%, 16.3
O=C(c1ccco1)N1CCN(c2ncnc3c(-c4ccccc4)nsc23)CC1
  -2.1%, 13.0
COc1ccc(OC2C(=O)N(Cc3ccc(F)cc3)C2c2cc(OC)c(OC)c(OC)c2)cc1 (centres undefined)
  0.3%, 5.7

(more compounds)
Results follow in this order: GlmU inhibition, RmlCD inh 1536
O=C(CN1C(=O)c2ccccc2C1=O)N1CCN(c2nnc(-c3ccccc3)c3ccccc23)CC1
  0.1%, ·
CCCCOC(=O)Cn1c(=N)n(CCC)c2ccccc21
  -1.1%, ·
COCCOc1cc(Nc2nnc(C(F)(F)F)s2)c(Cl)cc1Cl
  1.3%, -1.8
Cc1cccc(NS(=O)(=O)c2cccs2)n1
  -0.9%, ·
CC(C)CC(=O)Nc1ccc(C(=O)Cn2c(=O)oc3ccccc32)cc1
  -4.3%, ·
COc1ccccc1C(O)(c1ccccc1)C(CN1CCOCC1)c1ccccc1 (centres undefined)
  -4.8%, 8.2
CCOP(=O)(Cc1ccc(C#N)o1)OCC
  -5.3%, 0.4
COc1ccc(NC(=O)c2csc(Cc3ccc(Cl)cc3)n2)cc1
  -1.6%, ·
CCOc1cc2[nH]c(=S)n(CCC(=O)N3CCc4ccccc4C3)c(=O)c2cc1OCC
  -0.4%, -34.9
O=C(NCCCN1CCOCC1)c1cc(-c2cccs2)on1
  -1.5%, ·
Cc1ccc(Cn2ccc(NC(=O)c3cc(-c4ccco4)on3)n2)cc1
  3.5%, ·
CCc1ccc(NC(=O)N2CCN(c3ccccc3)CC2)cc1
  2.0%, ·
Cc1ccc(O)c(NC(=O)c2cccc(NC(=O)c3ccco3)c2)c1
  -2.5%, ·
Cc1cc(S(=O)(=O)N(Cc2ccc(C(C)C)cc2)CC2CCCO2)ccc1-n1cnnn1 (centres undefined)
  1.9%, 0.3
Cc1nc2ccc(S(=O)(=O)NCC(=O)NCCN3CCCCCC3)cc2s1
  -4.8%, ·

Next section
Results follow in this order: GlmU inhibition, RmlCD inh 1536
O=C(N/N=C/c1ccncc1)c1cccc(NC(=O)c2ccccc2Cl)c1
  -1.7%, -9.4
CCc1ccc(-c2nc(CCl)cs2)cc1
  2.4%, 55.8
O=C(Nc1cccnc1)c1ccc(N2CCCC2)c([N+](=O)[O-])c1
  6.2%, -9.2
COc1cc(/C=C2\SC(=S)N(NS(=O)(=O)c3ccccc3)C2=O)cc(OC)c1OC
  0.1%, -16.7
Cc1ccc(N2C(=O)CC(Sc3ccccc3C(=O)O)C2=O)c([N+](=O)[O-])c1 (centres undefined)
  -2.8%, 2.7
Cc1cc(OCC(=O)N(C)C)c2c(-c3ccccc3)cc(=O)oc2c1
  0.2%, -2.9
O=C1c2ccccc2NC(c2ccc(O)cc2)N1/N=C/c1ccc(O)cc1 (centres undefined)
  0.4%, -7.0
O=C(CSc1ncn[nH]1)N1N=C2/C(=C/c3ccco3)CCCC2C1c1ccco1 (centres undefined)
  -0.5%, -4.1
NC1CCCCC1N=Cc1c(O)n(Cc2ccc(F)cc2)c(=O)[nH]c1=O (centres undefined)
  -4.7%, ·
CC(=O)Nc1cccc(NC(=O)c2ccco2)c1
  7.6%, 10.4
COc1ccc2cc(S(=O)(=O)N3CCOCC3)ccc2c1
  0.9%, -1.1
CN1CCC(=O)N([C@H](CSc2ccc(Br)cc2)c2ccccc2)CC1
  3.2%, ·
